Siah-1 displacement: Siah-1 peptide-binding antagonists, primary screen, biochemical, fluorescence polarization, rhodamine-plectin, uHTS (AID 1817). E3 ubiquitin-protein ligase SIAH1 (Homo sapiens). Siah-1 / rhodamine-plectin peptide fluorescence polarization; higher % means a stronger effect. displacement, % at 20 µM; hits with a dose series show IC50 in µM. 290,000 tested, 0.02% active;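 active means displacement of at least 50% at 20 µM, with a fluorescence ratio check between 0.3 and a set limit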;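 further: plate controls were Siah plus tracer with DMSO for no effect and tracer alone without Siah for full effect; strong numbers were not always called active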
XIAP antagonists: XIAP antagonists, biochemical, IAP family, fluorescence polarization (AID 1018) | XIAP BIR domain, fluorescence polarization peptide displacement; higher % means a stronger effect | displacement, % at 20 µM, or IC50 in µM where a hit was titrated | 200,000 tested, 0.007% active; in the data active means displacement above about 50%; further: a part of the inactive calls stands beside numbers as strong as those of hits
Lipid droplet: inhibitors of hepatocyte lipid droplet formation, primary screen, imaging, high-throughput imaging, BODIPY stain. AML12 mouse hepatocytes, oleate lipid droplets. inhibition, % at 6.5 µM. 240,000 tested, 0.4% active. AID 1656, 2009;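 active means lipid droplet intensity inhibited by at least 50%, with more than 500 cells counted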
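material = mouse AML12 hepatocyte cell line, fixed after treatment | also added = 100 µM oleic acid challenge | doses = compound at 6.5 µM only | schedule = overnight exposure | technique = Image-based BODIPY and DAPI two-channel analysis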
P. falciparum M17LAP: P. falciparum M17LAP inhibitors, primary screen, biochemical, fluorogenic H-Leu-NHMec substrate, 1536-well (AID 1619) | Leucine aminopeptidase (Plasmodium falciparum (isolate 3D7)) | recombinant M17LAP, H-Leu-NHMec fluorogenic kinetic assay; higher % means a stronger effect | inhibition, % at 30 µM, or IC50 in µM where a hit was titrated | 220,000 tested, 0.38% active;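 active means compound inhibiting the enzyme by more than half at any dose during confirmatory dose-response retesting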;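 further: plate controls were full reaction with DMSO carrier for no effect and no enzyme background for full effect; strong numbers were not always called active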
K1F lysis inhibition: inhibition of K1F phage lysis, E. coli UTI89, bacterial capsule biogenesis inhibitors, alamar blue (AID 488966). E. coli UTI89 K1F phage lysis, alamar blue, 2 h; higher % means a stronger effect. inhibition, % at 100 µM; hits with a dose series show IC50 in µM. 340,000 tested, 0.02% active;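 active means phage lysis inhibition, versus mean bacterial control, above a set limit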;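 further: capsule biogenesis inhibitors block K1F phage lysis so surviving cells raise fluorescence; higher fluorescence means more inhibition of phage lysis; actives were called in the ten point dose series up to 300 µM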
TNAP activation fold: human TNAP enzyme activators, primary screen, biochemical, luminescent, no phosphate acceptor, uHTS (AID 1001). Alkaline phosphatase, tissue-nonspecific isozyme (Homo sapiens). purified TNAP, luminescent activation assay, no phosphate acceptor; higher activation fold means a stronger effect. activation fold at 20 µM, or EC50 in µM where a hit was titrated. 200,000 tested, 0.03% active; in the data active means activation fold from about 3, or a potency from the dose series; inactive means the rest, 99 in 100 with activation fold below about 1.6; further: many of its hits are not listed in these tables
P. falciparum M1AAP: P. falciparum M1AAP inhibitors, biochemical, fluorogenic H-Leu-NHMec substrate, 1536-well (AID 1445) | 220,000 tested, 0.42% active | recombinant M1AAP, H-Leu-NHMec fluorogenic kinetic assay; higher % means a stronger effect | one-dose inhibition, % at 30 µM; IC50 in µM for titrated hits;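 active means primary inhibition above the hit cutoff, then over 50% inhibition at one or more dose response concentrations, cut at about 23% in these data, passing the limit was not always enough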;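 further: plate controls were DMSO full reaction for no effect and no enzyme background for full effect; strong numbers were not always called active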
human PMI inhibition: inhibitors of human PMI, primary screen, biochemical, fluorescence intensity, coupled assay (AID 1209); Mannose-6-phosphate isomerase (Homo sapiens); purified PMI enzyme, coupled fluorescence intensity; higher % means a stronger effect; one-dose inhibition, % at 20 µM; IC50 in µM for titrated hits; 190,000 tested, 0.42% active;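 further: plate controls were DMSO vehicle for no effect and wells lacking substrate for full effect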
PMI inhibition: human PMI inhibitors, high substrate, primary screen, biochemical, fluorescence intensity, high mannose 6-phosphate (AID 1220); 190,000 tested, 0.66% active; Mannose-6-phosphate isomerase (Homo sapiens); recombinant PMI enzyme, coupled fluorescence intensity; higher % means a stronger effect; one-dose inhibition, % at 20 µM; IC50 in µM for titrated hits
Lipid droplet cells 6.5 µM: second read-out of Lipid droplet, no call of its own (marks repeat the call); cell count; measured here: cell count, cytotoxicity flag;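 cells counted across two imaged fields per well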
Starred values were filed as active, the others as inactive; . = no result given; [ ] = dose if it differs, or a comment. Unless noted, no stated cut-off is given here; in the data, active means inhibition above about 50%; inactive means the rest.

SMILES	Siah-1 displacement	XIAP antagonists	Lipid droplet	Lipid droplet cells 6.5 µM	P. falciparum M17LAP	K1F lysis inhibition	TNAP activation fold	P. falciparum M1AAP	human PMI inhibition	PMI inhibition
Cc1ccc(-c2nnc(SCC(=O)NC(=O)Nc3ccc(C)cc3C)n2N)cc1	5%	-6.3%	-3	656	-6%	3.6%	1.1	4%	8%	1%
Cc1cc(-n2c(C)cc(C(=O)COc3ccccc3[N+](=O)[O-])c2C)no1	11%	-0.9%	-3	678	5%	-0.7%	1.1	6%	7%	9%
CN(C)S(=O)(=O)c1ccc2nc(NC(=O)c3cccnc3)sc2c1	-2%	-13%	10	720	38%	2.6%	1.1	13%	3%	-17%
O=c1[nH]c(CN2CCN(S(=O)(=O)/C=C/c3ccccc3)CC2)nc2cc(Cl)ccc12	4%	.	-4	689	9%	-0.8%[50 µM]	.	7%	.	.
C=CCSc1ncc(CO)n1Cc1ccccc1	-2%	-5.9%	14	671	-9%	0.3%	1.1	1%	-5%	-3%
CN(c1ccccc1C(=O)N1CCN(Cc2ccc3c(c2)OCO3)CC1)S(C)(=O)=O	2%	-4.8%	20	720	4%	4.2%	1.1	-2%	-7%	6%
Cc1nn(CC(=O)Nc2ccc(C(C)C)cc2)c(C)c1[N+](=O)[O-]	0%	-6.1%	-8	716	-3%	-0.6%[50 µM]	1	1%	-3%	6%
Cc1cc(C(=O)N/N=C/c2ccc(OCc3ccccc3)cc2)c(C)o1	20%	0.4%	-7	681	6%	7.3%	1.3	5%	6%	9%
O=C1/C(=C\c2ccccc2)CCc2c1[nH]c1ccccc21	1%	0.8%	-26	619	-7%	0.4%	1.1	6%	16%	15%
CC(C)Oc1ccc(C(=O)NC2=NCCS2)cc1	2%	-3.9%	2	731	40%	0.0%	1.1	2%	12%	-1%
CCc1nnc(NC(=O)C(CC)CC)s1	2%	.	-31	716	6%	-0.4%	.	1%	.	.
CCN1CCN(CCCNC(=O)C(=O)c2c(C)[nH]c3ccccc23)CC1	-8%	-4.3%	-22	735	1%	0.1%	1.1	5%	-7%	6%
Cc1ccnc(SCc2nc3ccccc3s2)n1	-3%	-7.2%	-6	745	-3%	-0.4%	1.1	5%	3%	7%
O=C(/C=C(\O)c1ccc(Cl)cc1)C(=O)NNC(=O)C(O)(c1ccccc1)c1ccccc1	3%	0.1%	.	.	-2%	-0.8%	1.6	36%	-22%	-12%
O=C(CN1CCOCC1)Nc1ncc(Cc2cccc3ccccc23)s1	4%	-5.6%	2	665	-13%	0.1%	1.2	7%	18%	21%
O=C(CNC(=O)c1ccc(S(=O)(=O)N2CCCC2)cc1)N/N=C/c1ccc(F)cc1	8%	-3.7%	-15	658	-1%	0.3%	1.1	0%	-4%	-6%
O=C(O)c1cc(-c2ccccc2)on1	1%	-5.1%	2	804	11%	0.5%	1.1	6%	-9%	-9%
CN1CCN(c2ccccc2NC(=O)c2cc3ccccc3o2)CC1	1%	-6.9%	.	.	4%	1.6%	1	8%	-2%	-4%
COc1ccc(/C=N/NC(=O)CCc2n[nH]c(=O)[nH]c2=O)cc1OC	-8%	-13%	11	482	16%	6.8%	1.3	1%	4%	-3%
COc1ccc(CCn2c(=S)[nH]c3cc(C(=O)NCc4ccco4)ccc3c2=O)cc1OC	-4%	-7.5%	.	.	2%	-0.1%	1	-1%	6%	-3%
O=C(COC(=O)c1cnccn1)Nc1ccc2c(c1)OCO2	-3%	0.6%	12	743	14%	0.6%	1.1	5%	7%	6%
CCCc1nnc(NC(=O)C(=O)NCCN(CC)CC)s1	-2%	.	2	701	-7%	0.2%	.	4%	.	.
O=C(Nc1cccnc1)C1CCCN1S(=O)(=O)c1ccc(Cl)c(Cl)c1 (stereo not given)	7%	-3.6%	2	777	-5%	-0.3%	1.1	7%	8%	2%
COc1cc(Cn2c(-c3ccc(O)c(OC)c3)nc3ccccc32)ccc1O	-6%	.	-4	742	10%	-0.3%	.	4%	.	.
CN(CCc1cn[nH]c1)Cc1nc(C(c2ccccc2)c2ccccc2)no1	-3%	-2.2%	10	692	17%	-0.2%	1.1	-2%	.	.
C[N+](C)(C)CCOC(=O)C1(c2ccccc2)CCCC1	2%	-6.8%	-1	778	-12%	-0.1%	1.1	20%	18%	13%
COc1ccc(NC(=S)N2CCN(C/C=C/c3ccccc3)CC2)cc1OC	5%	-3.1%	.	.	0%	0.8%	1.1	3%	3%	5%
CC(C#N)Sc1ncnc2sc3c(c12)CCC3 (stereo not given)	-1%	-1.3%	.	.	-9%	1.0%	1	-1%	-10%	-2%
Cc1ccc(C2NNC(=O)C2NC(=O)c2ccccc2)cc1 (stereo not given)	3%	-5.3%	9	803	0%	3.3%	1	-3%	-12%	-38%
COc1ccc(C(=O)/C=C/C(=O)N(Cc2ccccc2)C(C(=O)NC2CCCCC2)c2ccncc2)c(O)c1 (stereo not given)	3%	-4.5%	-58	668	17%	0.1%	0.8	10%	3%	3%

Reformatted as labelled records: entries from further up.
> COc1cc(Cn2c(-c3ccc(O)c(OC)c3)nc3ccccc32)ccc1O
  Siah-1 displacement: -6%
  XIAP antagonists: .
  Lipid droplet: -4
  Lipid droplet cells 6.5 µM: 742
  P. falciparum M17LAP: 10%
  K1F lysis inhibition: -0.3%
  TNAP activation fold: .
  P. falciparum M1AAP: 4%
  human PMI inhibition: .
  PMI inhibition: .

> O=C(Nc1cccnc1)C1CCCN1S(=O)(=O)c1ccc(Cl)c(Cl)c1 (stereo not given)
  Siah-1 displacement: 7%
  XIAP antagonists: -3.6%
  Lipid droplet: 2
  Lipid droplet cells 6.5 µM: 777
  P. falciparum M17LAP: -5%
  K1F lysis inhibition: -0.3%
  TNAP activation fold: 1.1
  P. falciparum M1AAP: 7%
  human PMI inhibition: 8%
  PMI inhibition: 2%

> CC(C#N)Sc1ncnc2sc3c(c12)CCC3 (stereo not given)
  Siah-1 displacement: -1%
  XIAP antagonists: -1.3%
  Lipid droplet: .
  Lipid droplet cells 6.5 µM: .
  P. falciparum M17LAP: -9%
  K1F lysis inhibition: 1.0%
  TNAP activation fold: 1
  P. falciparum M1AAP: -1%
  human PMI inhibition: -10%
  PMI inhibition: -2%

> O=C(COC(=O)c1cnccn1)Nc1ccc2c(c1)OCO2
  Siah-1 displacement: -3%
  XIAP antagonists: 0.6%
  Lipid droplet: 12
  Lipid droplet cells 6.5 µM: 743
  P. falciparum M17LAP: 14%
  K1F lysis inhibition: 0.6%
  TNAP activation fold: 1.1
  P. falciparum M1AAP: 5%
  human PMI inhibition: 7%
  PMI inhibition: 6%

Other entries follow:
SMILES	Siah-1 displacement	XIAP antagonists	Lipid droplet	Lipid droplet cells 6.5 µM	P. falciparum M17LAP	K1F lysis inhibition	TNAP activation fold	P. falciparum M1AAP	human PMI inhibition	PMI inhibition
Nc1nc(-c2sc3nc4c(cc3c2N)CCCC4)nc(N2CCOCC2)n1	1%	3.2%	3	662	6%	0.2%	1.1	4%	2%	7%
COc1ccc(CCNc2nc(N3CCCCC3)nc(N3CCCCC3)n2)cc1OC	5%	0.3%	-8	738	6%	-0.1%	1.1	10%	22%	16%
COc1ccc2[nH]c(=O)c(CN(Cc3cccnc3)C(=S)NCC3CCCO3)cc2c1 (stereo not given)	2%	-6.1%	8	747	-25%	-0.4%	1	0%	10%	7%
C/C(=N\NC(=O)c1ccoc1C)c1cccnc1	3%	-11%	-2	577	4%	1.3%	1	4%	1%	-7%
COc1cc(OC)cc(OCC(O)Cn2cnc(-c3ccccc3)c2)c1 (stereo not given)	1%	-0.5%	2	710	9%	-0.3%[50 µM]	1.1	13%	-9%	14%
Cc1ccc(Cl)c(NC(=O)CN(C)CC(=O)Nc2ccc(F)c(F)c2F)c1Cl	9%	-1.4%	-15	729	-10%	1.4%	2.9	2%	-4%	9%
O=C(O)c1ccc(COc2ccccc2[N+](=O)[O-])o1	-3%	-7.8%	-8	542	29%	3.0%	1.1	3%	-18%	-16%
COc1ccc(C(CC(=O)NCCN2CCOCC2)NS(=O)(=O)c2ccc(C)cc2)cc1 (stereo not given)	-1%	22%	.	.	9%	0.4%	1	-3%	-10%	0%
CCn1c(=O)cc(SCC(=O)NCC2CCCO2)c2ccccc21 (stereo not given)	13%	3.5%	6	676	-1%	11%	1.1	2%	12%	10%
Clc1cccc(CNCCNCc2cccc(Cl)c2)c1	4%	-8.6%	-3	619	1%	2.7%	1.1	3%	7%	3%
CC1(C)CC(=O)C(=CN2CCN(C(=O)c3ccco3)CC2)C(=O)C1	3%	-3.1%	.	.	16%	0.4%	1.1	9%	5%	13%
COc1ccc(-c2coc3c(CN4CCOCC4)c(O)ccc3c2=O)cc1	-2%	.	7	648	-25%	0.8%	.	9%	.	.
O=[N+]([O-])c1ccc(NNC(=S)Nc2ccccc2)cc1	4%	-5.4%	-11	760	12%	-2.2%	0.5	4%	-3%	-22%
O=C(O)CCc1ccc(-c2ccc(Cl)cc2)n1CCC(=O)O	2%	-4.0%	.	.	37%	0.2%	1.1	10%	-2%	-4%
Cc1cc(Cl)cc(C)c1OCC(=O)O	2%	1.0%	.	.	1%	3.5%	1.1	7%	4%	2%
COC(=O)Cc1c(O)ccn(Cc2ccccc2OC)c1=O	6%	-24%	.	.	-3%	0.8%	1.1	2%	-2%	2%
Cc1ccc(CNC(=O)/C=C/c2ccc(S(=O)(=O)NCc3ccco3)cc2)cc1	9%	-2.8%	22	656	7%	1.1%[50 µM]	1.1	1%	0%	1%
Cn1c(=O)c2cc(S(=O)(=O)NCCC(=O)N3CC=C(c4ccccc4)CC3)ccc2n(C)c1=O	1%	-6.6%	.	.	-11%	9.6%	1.1	-1%	15%	20%
Clc1ccc(CN2C3=NCCN3c3ccccc32)cc1Cl	1%	-2.2%	.	.	-1%	2.0%	1.1	2%	-4%	-2%
CC1=C(C(=O)OC(C)C)C(c2ccco2)NC(=O)N1 (stereo not given)	-2%	-5.6%	.	.	14%	0.1%	1.1	6%	-4%	-11%
COc1ccc(OCC(=O)Nc2ccc(N3CCC(C)CC3)cc2)cc1	-4%	1.4%	8	634	1%	-0.1%	1.1	-2%	-5%	4%
NS(=O)(=O)c1ccc(CNS(=O)(=O)c2ccc(Cl)nc2)cc1	-2%	-5.8%	3	661	-6%	0.2%	0.9	-2%	-10%	-2%
COCCN(CCOC)Cc1c(C)[nH]c2ccccc2c1=O	0%	-5.9%	-9	674	-7%	0.0%	1	-2%	17%	14%
